# High-throughput results deposited in PubChem BioAssay by National Center for Advancing Translational Sciences (NCATS).
# Mito fusion act: mitochondrial division inhibition or fusion activation; 0.23% of 320,000 active; S. cerevisiae fusion-defective mutant growth rescue, CellTiterGlo 48 h; Potency, µM (doses to about 46.1 µM), inactives show top-dose growth rescue (activation), most hits filed as activators; AID 485298;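 further: potency means the concentration at half of the fitted maximal effect; % of control where 0% means no effect; nearly all actives have a fitted effect of over 45% in size; temperature-sensitive fusion mutants such as fzo1-1 at 37 °C on non-fermentable ethanol glycerol medium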
#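 Temperature-sensitive fusion-defective S. cerevisiae (e.g. fzo1-1, mgm1-5) were grown with compound in YPEG medium (3% ethanol, 3% glycerol) for 48 hours at 37C. Growth rescue was measured as viability by CellTiterGlo luminescence after 10 minutes at ambient.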
# Eya2 phos inh: blocks the phosphatase activity of human Eya2 | recombinant Eya2, OMFP fluorescence dephosphorylation (OMFP is methylfluorescein phosphate) | Potency, µM (titrated, usually from 76.9 µM), for the others: top-dose activity, negative = inhibition, most hits filed as inhibitors | 0.006% of 330,000 active | AID 488837; further: potency means the concentration at half of the fitted maximal effect; on the % scale 0 is the no-effect control and ±100 the full control effect
#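 Eya2 (0.2 uM) preincubated 10 min at ambient with compound, then OMFP substrate added at 50 uM; 10 min reaction in 50 mM HEPES pH 7.5, 50 mM NaCl, 5 uM MgCl2, 0.05% BSA, 1 mM DTT. Fluorescence read at Ex 485/Em 525 nm.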
# BCR signal inh: inhibitors of chronic active B-cell receptor signaling; ABC-DLBCL IkBa-CBG/CBR reporter, luminescence ratio, 4 h; Potency, µM (top dose mostly 46.1 µM), inactives show at the highest dose ratio change, negative = lower green/red ratio, actives largely listed as inhibitors; 0.05% of 340,000 active; AID 493014; active means well fitted inhibition curve with a large enough effect in the signal ratio, with a control signal flat, not every such curve was filed as active; inconclusive means small, poorly fitted or top-dose-only effect, or effect the other way, or a change in a side signal; the % refers to the signal ratio;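 further: potency means the concentration at half of the fitted maximal effect; plate controls were basal doxycycline-induced cells for no effect and cells given 10 µM MG132 for full effect; MG132 reads +100%, hits lower the ratio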
#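 TMD8 human ABC-DLBCL cells with doxycycline-inducible IκBα–green luciferase fusion and unfused red luciferase, in 0.5% FBS medium; compounds up to 46 uM, 4 h at 37C. Green/red luminescence ratio, filter-overlap corrected, fitted to concentration-response curves.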
# Menin MLL FP TR: displaces Texas Red mutant MLL peptide from human menin. AID 1768. Potency, µM (series often up to 61.6 µM), for inactives: top-dose FP activity change, negative = inhibition, hits mostly inhibitors. Menin + Texas Red MLL mutant peptide, fluorescence polarization. 0.23% of 270,000 active; active means well fitted inhibition curve with a large enough effect in the polarisation, with a control signal flat, not every such curve was filed as active; inconclusive means small, poorly fitted or top-dose-only effect, or effect the other way, or a change in a side signal; inactive means no such curve, though single readings can be large or run the other way; the % refers to the polarisation; further: potency means the concentration at half of the fitted maximal effect; % of control where 0% means no effect; many of its hits are not listed in these tables
# MBNL1-CUG inh: blocks human MBNL1 binding to CUG repeat RNA; 0.036% of 280,000 active; AID 2675; Q9NR56; Potency, µM (series often up to 57.5 µM), for the others: top-dose activity change, negative = inhibition, actives largely listed as inhibitors; TR-FRET MBNL1-His/biotin-(CUG)12 binding, 665/545 ratio; active means well fitted inhibition curve with a large enough effect in the signal ratio, with a control signal flat, not every such curve was filed as active; inconclusive means small, poorly fitted or top-dose-only effect, or effect the other way, or a change in a side signal; inactive means no such curve, though single readings can be large or run the other way; the % refers to the signal ratio; further: potency means the concentration at half of the fitted maximal effect; on the % scale 0 is the no-effect control and ±100 the full control effect
#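 Ratiometric TR-FRET (665 over 545 nm, excitation 340 nm) tracks disruption of MBNL1-His/biotin-(CUG)12 complex after 60 min at room temperature, with compounds at 92 nM to 58 uM final.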
# USP2a inh: blocks human ubiquitin-specific protease USP2a. 0.01% of 330,000 active. USP2 core, Ub-CHOP2 coupled fluorogenic reporter, 485/531. Potency, µM (titrated, usually from 38.3 µM), for the others: top-dose activity change, negative = inhibition, actives largely listed as inhibitors;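 further: potency means the concentration at half of the fitted maximal effect; plate controls were DMSO wells for no effect and full inhibition by NEM control for full effect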
#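 Cell-free coupled assay: 10nM USP2 core preincubated 30min RT with compound in Tris-HCl pH 8.0/CaCl2/CHAPS buffer, then 25nM Ub-CHOP2 and 25nM reporter substrate; fluorescence (Ex 485/Em 531) read after 60min RT, normalized to NEM inhibition, concentration-response curves fitted.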
# PKM2 activator: increases activity of human pyruvate kinase M2 | Potency, µM (highest dose often 57.5 µM), for inactives: at the highest dose activation, actives largely listed as activators | P14618 | 0.34% of 260,000 active | purified PKM2, Kinase-Glo ATP luminescence, activation; response scale: 0% is enzyme alone, no compound; further: potency means the concentration at half of the fitted maximal effect; on the % scale 0 is the no-effect control and ±100 the full control effect; nearly all actives have a fitted effect of over 55% in size
#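 Kinase-Glo luminescence reports ATP generated from ADP (0.1 mM) and PEP (0.5 mM) by purified hPK-M2 after 1 h at room temperature, pH 7.2 imidazole buffer; intermediate enzyme activity allows detecting inhibitors and activators.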
# hERG WT inh: blocks the wildtype human KCNH2 potassium channel. U2OS, BacMam KCNH2, thallium flux FluxOr; stronger effect = lower value. activity change, % at 1.84 µM. AID 720551. 0.37% of 340,000 active;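 active means maximum activity change below -70%; inconclusive means maximum activity change between -70% and -50%; inactive means maximum activity change above -50%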; further: on the % scale 0 is the no-effect control and ±100 the full control effect
# Target sequence (Q12809 whole entry, looked up): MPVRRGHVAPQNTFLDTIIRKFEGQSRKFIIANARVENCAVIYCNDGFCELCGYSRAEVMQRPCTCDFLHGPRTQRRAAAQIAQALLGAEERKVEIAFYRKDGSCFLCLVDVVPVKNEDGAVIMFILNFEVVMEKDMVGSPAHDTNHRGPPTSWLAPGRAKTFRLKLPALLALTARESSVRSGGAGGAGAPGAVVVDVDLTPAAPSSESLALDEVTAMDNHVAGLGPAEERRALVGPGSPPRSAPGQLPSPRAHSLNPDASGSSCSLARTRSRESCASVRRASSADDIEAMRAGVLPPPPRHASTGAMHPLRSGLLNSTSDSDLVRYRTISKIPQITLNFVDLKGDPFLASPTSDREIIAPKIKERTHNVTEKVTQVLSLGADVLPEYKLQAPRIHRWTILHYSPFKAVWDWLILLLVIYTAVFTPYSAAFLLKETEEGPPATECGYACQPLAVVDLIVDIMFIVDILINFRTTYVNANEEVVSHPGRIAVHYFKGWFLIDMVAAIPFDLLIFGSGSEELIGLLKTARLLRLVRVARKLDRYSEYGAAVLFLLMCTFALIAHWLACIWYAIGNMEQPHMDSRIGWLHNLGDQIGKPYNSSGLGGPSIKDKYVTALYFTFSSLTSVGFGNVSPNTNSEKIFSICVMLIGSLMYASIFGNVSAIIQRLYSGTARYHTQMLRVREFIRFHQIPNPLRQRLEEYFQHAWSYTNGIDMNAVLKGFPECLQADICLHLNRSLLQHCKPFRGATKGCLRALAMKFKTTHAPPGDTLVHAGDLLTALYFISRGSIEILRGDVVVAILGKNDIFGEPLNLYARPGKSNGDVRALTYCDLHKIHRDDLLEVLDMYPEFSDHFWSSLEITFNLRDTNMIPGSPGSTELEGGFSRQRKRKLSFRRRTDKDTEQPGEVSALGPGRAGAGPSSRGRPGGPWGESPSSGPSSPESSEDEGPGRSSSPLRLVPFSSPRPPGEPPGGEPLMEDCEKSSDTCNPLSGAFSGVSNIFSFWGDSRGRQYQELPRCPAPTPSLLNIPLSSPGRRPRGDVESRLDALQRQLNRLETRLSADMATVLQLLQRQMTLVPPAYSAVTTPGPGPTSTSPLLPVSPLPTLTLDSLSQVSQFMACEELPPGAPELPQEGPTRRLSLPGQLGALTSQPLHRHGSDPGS
#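 U2OS cells transduced with wild-type KCNH2 virus are loaded with FluxOr dye for 45 min, and thallium flux is measured in kinetic reads before and after stimulation buffer. Rate constants are normalized to DMSO controls.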
# S-ASM inh: inhibitors of human secretory acid sphingomyelinase | 0.006% of 340,000 active | placental ASM, HMU-PC fluorogenic substrate, 60 min | Potency, µM (doses to about 57.5 µM), for the others: at the top dose activity change, negative = inhibition, usual class: inhibitors; further: potency means the concentration at half of the fitted maximal effect
#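 qHTS format. ASM enzyme prepared from human placenta hydrolyses the fluorogenic substrate HMU-PC0 (9 uM final) over 60 min at 37 °C after a 10 min compound preincubation.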
# TSHR antagonist: blocks TSH signaling through the human TSH receptor. 0.2% of 330,000 active. TSHR-expressing cells, TSH-stimulated cAMP HTRF, 2 h; stronger effect = lower value. AID 504810. activity change, negative = inhibition, % at 11.5 µM;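 active means activity change below a set negative limit, meaning inhibition stronger than a set level, cut at about -70% in these data; inconclusive means activity change between two set negative limits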; further: on the % scale 0 is the no-effect control and ±100 the full control effect
#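 Inhibition of cAMP made by TSHR-expressing cells under TSH stimulation (4nM final, EC80; 2 h, 37 deg C) is quantified with a one-step lysis HTRF kit, anti-cAMP cryptate versus cAMP-d2.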
# GALK inhibitor: blocks human galactokinase activity; Purified GALK, Kinase-Glo residual ATP luminescence; Potency, µM (top dose mostly 57.5 µM), inactives show at the top dose activity change, negative = inhibition, hits mostly inhibitors; 0.007% of 270,000 active; further: potency means the concentration at half of the fitted maximal effect; on the % scale 0 is the no-effect control and ±100 the full control effect
#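 Human GALK (5 nM) with 35 uM ATP and 100 uM galactose in 20 mM HEPES pH 8.0, 5 mM MgCl2, 60 mM NaCl, 1 mM DTT, 0.01% BSA. After 1 h at room temperature, leftover ATP was read by Kinase-Glo Plus luminescence.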
# * hit, by the source's call; u = inconclusive; x = not tested or not shown; [ ] = remark or other dose. Unless noted, the call rests on the fitted dose curve; in most records, active means well fitted curve in the direction sought with a large enough effect; inconclusive means small, poorly fitted or top-dose-only effect, or another doubt; inactive means no such curve, though single readings can be large; an effect the other way counts as inactive or inconclusive. These rows are one share of the data (hit frequency here may not be typical).
SMILES,Mito fusion act,Eya2 phos inh,BCR signal inh,Menin MLL FP TR,MBNL1-CUG inh,USP2a inh,PKM2 activator,hERG WT inh,S-ASM inh,TSHR antagonist,GALK inhibitor
C[C@@H](NC(=O)[C@@H]1Cc2ccccc2CN1C(=O)OC(C)(C)C)C(=O)NCc1ccco1,6%,-16%,0%,x,-4%,0%,x,-4,1%,13,1%
COCC(N)(c1ccccc1)c1nc2ccccc2n1C (configuration not stated),0%,28%,-1%,6%[11.7 µM],-1%,1%,0%,-1,1%,-6,3%
Cc1ccc(NC(=O)CN(C)C2CCCCC2)cc1Cl,-2%,-8%,-1%,-15%,-8%,-9%,0%[11.5 µM],-3,1%,27,8%
CCOc1cc(N2CCOCC2)c(OCC)cc1NC(=O)CN1CCSC1=O,-3%,10%,-5%,x,x,-1%,x,8,5%,1,x
C=CCn1cnc2c(nnn2Cc2ccc(F)cc2)c1=O,-5%,-18%,-2%,x,-8%,0%,6%,2,5%,6,4%
Cc1ccc(NC(=O)c2ccc(NS(=O)(=O)c3c(C)noc3C)cc2)cc1C,4%,-16%,u,30%,-1%,0%,-2%,1,-18%,-4,-6%
CN(C)S(=O)(=O)c1cccc(COC(=O)c2ccc3c(c2)OCO3)c1,-1%,-9%,-4%,-25%,0%,-1%,-19%,4,-3%,-8,0%
Cc1ccc(C)c(SCC(=O)NC(=O)Nc2ccc3c(c2)OCCO3)c1,-10%,-4%,-1%,5%,-9%,-2%,6%,-79*,-2%,2,x
CN(CC(=O)Nc1nc2ccc(F)cc2s1)S(=O)(=O)c1ccc(Cl)cc1,3%,2%,u,u,-12%,-1%,2%,24,-3%,-12,-3%
Cc1ccc(N/C=C/C(=O)c2cccs2)cc1,11%,-3%,u,-27%,u,-1%,-42%,2,21%,-1,9%
O=C(O)[C@H](CO)Nc1ncnc2sc3c(c12)CCC3,-2%,-17%,-3%,10%,-6%,-1%,-1%,3,1%,15,1%
COc1cccc(-n2cnc3sc4c(c3c2=O)CCC4)c1,5%,-5%,-19%,9%,5%,0%,-1%,-10,2%,3,4%
COc1cc(-c2ccc3c(=O)c4ccccc4n(C)c3c2)cc(OC)c1OC,-1%,-8%,u,17%,u,3%,0%,-11,331%[activator],-16,x
O=C(NCc1ccco1)C1CC(c2ccccc2C(F)(F)F)=NO1 (configuration not stated),5%,-2%,1%,x,-4%,8%,17%,1,7%,3,1%
Cc1noc(C)c1CCC(=O)N1CCCC(N2CCN(c3ccc(F)cc3)CC2)C1 (configuration not stated),1%,-3%,7%,x,1%,1%,0%,3,-2%,-8,-4%
COc1cccc(OCC(O)CNC(C)c2ccccc2)c1 (configuration not stated),-1%,-4%,1%,x,-2%,-11%,x,12,-1%,2,-1%
CC1CCN(c2nc(-c3cccnc3)nc3scc(-c4ccccc4)c23)CC1,1%,-14%,u,-22%,0%,4%,2%,-9,11%,-12,-1%
COc1ccc(CNC(=O)C(CCSC)NC(=O)c2ccco2)cc1 (configuration not stated),15%,1%,11%,-7%,-3%,1%,2%,-8,1%,17,0%
Cc1nn2c(NCCOCCO)c3c(nc2c1-c1ccccc1)CCC3,2%,-5%,u,x,0%,0%,3%,-1,5%,-29,-1%
O=C(c1ccc2c(=O)n(-c3ccccc3)c(=S)[nH]c2c1)N1CCCCC1,-1%,-18%,8%,-3%,x,1%,-3%,-28,4%,-16,2%
CNS(=O)(=O)c1ccc(NC(=O)c2cc(-c3ccncc3)nc3ccc(Cl)cc23)cc1,4%,7%,-4%,28%,33%[activator],2%,6%,-3,-4%,16,3%
Cc1ccc(S(=O)(=O)Nn2cnnc2)cc1,-1%,-8%,-5%,x,-16%,1%,4%,-10,3%,10,-2%
COc1ccc(/C(C)=N/NC(=O)CNC(=O)c2ccncc2)cc1,-4%,3%,2%,6%,5%,1%,4%,1,2%,2,-2%
COc1ccccc1Nc1ncc(C(=O)N2CCC(C(N)=O)CC2)c2ccccc12,-4%,9%,-5%,2%,13%,0%,1%,0,27%,3,0%
Cc1ccc(S(=O)(=O)Nc2nc3ccccc3nc2NCC2CCCO2)cc1 (configuration not stated),8%,-5%,2%,x,7%,2%,5%,-10,14%,-6,8%

# (more compounds)
SMILES,Mito fusion act,Eya2 phos inh,BCR signal inh,Menin MLL FP TR,MBNL1-CUG inh,USP2a inh,PKM2 activator,hERG WT inh,S-ASM inh,TSHR antagonist,GALK inhibitor
O=C(CCCCC(=O)NCc1cccs1)NCc1cccs1,-5%,-12%,13%,2%,-5%,0%,-4%,-8,0%,4,1%
CCN(CC)S(=O)(=O)c1cccc(C(=O)N[C@H](C(=O)NC2=NCCS2)C(C)C)c1,x,3%,u,x,x,3%,x,4,1%,-9,x
N#C/C(=C\c1ccc(-c2ccccc2Cl)o1)C(=O)Nc1nc2ccccc2s1,-3%,0%,-26%,-1%,x,12%,4%,33,4%,-8,1%
COc1cc(NC(=O)c2ccc(Cl)cc2Cl)ccc1-c1cc2ccccc2oc1=O,0%,11%,u,-10%,17%,-1%,-3%,-7,49%[activator],-15,-1%
S=C(Nc1ccccc1)N1N=CCC1c1ccccc1 (configuration not stated),-1%,-7%,-2%,7%,-2%,5%,0%,5,-2%,-6,-2%
COc1cccc(-c2nc(SCC(=O)Nc3nc(-c4ccccc4)c(C)s3)[nH]c(=O)c2C#N)c1,-3%,-3%,0%,u,-7%,0%,1%,0,-5%,-6,-18%
COc1cc(C2NCC(c3ccc(Cl)cc3Cl)c3c2[nH]c2ccccc32)cc(OC)c1OC (configuration not stated),-14%,-8%,u,-3%,4%,-2%,-3%,7,-21%,6,1%
Cc1cc(C(=O)Nc2ccccc2)c2ccccc2n1,7%,13%,9%,-1%,2%,0%,-1%,-15,-2%,23,0%
O=C(CCCCn1c(=S)[nH]c2ccsc2c1=O)NCc1ccco1,1%,15%,-20%,2%,6%,2%,2%,-14,0%,2,-4%
C=CCNc1nc(C(=O)OCC)nc2ccccc12,-7%,-19%,1%,-2%,1%,9%,0%,10,0%,3,2%
COCCn1c(SCC(=O)Nc2ccc3c(c2)OCCO3)nnc1-c1c[nH]c2ccccc12,5%,-5%,u,19%,0%,-1%,-2%,4,-2%,-1,-1%
COc1ccccc1N1C(=O)c2cccc3c(N(C)CCO)ccc(c23)C1=O,0%,u,4%,-9%,u,u,0%[11.5 µM],4,-2%,-2,-5%
O=C(NC(=S)N1CCCC(O)C1)c1ccco1 (configuration not stated),x,4%,0%,x,x,-3%,x,0,1%,x,x
O=C(/C=C/Nc1cccc(O)c1)c1ccccc1,-1%,-1%,u,37%[activator],u,3%,-32%,-1,4%,-5,4%
CN(C)C(=O)COC(=O)c1ccccc1Sc1ccccc1C#N,-7%,10%,-4%,-6%,2%,-1%,-3%,0,-2%,-6,11%
O=C(c1cccs1)N1CCC(Cc2ccccc2)CC1,24%,-1%,u,-18%,-9%,2%,-4%,4,-1%,-35,-3%
Cc1cc(C)n(CCNC(=O)c2cc(COc3c(F)cccc3F)on2)n1,-1%,-6%,-6%,1%,-3%,-4%,0%,-11,0%,10,0%
CCCC(=O)NNc1c2ccccc2nc2ccccc12,-8%,0%,0%,1%,x,0%,2%,1,12%,-17,0%
CCC(C)NC(=O)c1ccccc1NC(=O)CN(c1ccc(OC)cc1)S(C)(=O)=O (configuration not stated),2%,15%,-2%,-2%,8%,1%,-3%,18,-3%,12,2%
CCCOc1cccc(C(=O)N2CCN(C(=O)C3CCCO3)CC2)c1 (configuration not stated),-4%,4%,0%,x,-3%,-2%,1%,-1,1%,-9,-9%
COc1ccc(-c2nn(Cc3ccccc3)cc2C(=O)N2CCN(c3ncccn3)CC2)cc1,2%,0%,3%,x,x,1%,x,0,5%,-15,x
